Shiga toxin inh – A qHTS for Small Molecule Inhibitors of Shiga Toxin; Vero cells, Shiga toxin protein synthesis inhibition reporter; inhibition, % at 38.7 µM; 290,000 compounds, 9.2% hits; in the data active means inhibition mostly above about 28%, no sharp cut-off; inactive means mostly below about 43%; further: 0% is about no effect
HCV inh – qHTS Assay for Inhibitors of Hepatitis C Virus (HCV) | Potency, µM (doses to about 41.8 µM), inactives show at the highest dose activity change, negative = inhibition, hits mostly inhibitors | Huh7.5.1 HCVcc-Cre infection, luciferase reporter, 44 h | 340,000 compounds, 3.4% hits; further: potency means the concentration at half of the fitted maximal effect; on the % scale 0 is the no-effect control and ±100 the full control effect
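Whole-lifecycle infectious HCVcc-Cre system; cells 1,000/well, compound then virus (~0.5 moi) added 4 h after plating, 44 h culture. Luciferase read 15 sec following 15 min substrate incubation, room temp.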
Giardia FBPA inh – qHTS Assay for Inhibitors of Fructose-1,6-bisphosphate Aldolase from Giardia Lamblia; Potency, µM (titrated, usually from 59.6 µM), without a hit: top-dose activity, negative = inhibition, usual class: inhibitors; AID 2451, 2010; A8B2U2; purified Giardia FBPA; 290,000 compounds, 0.71% hits; further: potency means the concentration at half of the fitted maximal effect; on the % scale 0 is the no-effect control and ±100 the full control effect; nearly all actives have a fitted effect of over 55% in size
Target sequence (A8B2U2 whole entry, looked up): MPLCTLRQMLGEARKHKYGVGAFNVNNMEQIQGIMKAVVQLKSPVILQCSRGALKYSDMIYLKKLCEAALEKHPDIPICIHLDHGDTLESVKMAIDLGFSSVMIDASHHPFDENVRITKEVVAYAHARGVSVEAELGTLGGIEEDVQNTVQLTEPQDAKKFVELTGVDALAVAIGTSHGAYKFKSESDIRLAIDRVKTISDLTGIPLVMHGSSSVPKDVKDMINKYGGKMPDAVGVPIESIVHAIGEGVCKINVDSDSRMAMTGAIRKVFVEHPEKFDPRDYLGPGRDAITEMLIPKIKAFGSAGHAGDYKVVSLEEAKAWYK
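Giardia FBPA (40 nM reagent) was preincubated 10 min at RT with compound (up to 57.5 uM final), then substrate plus GAPDH/TPI/NAD/arsenate coupling system with diaphorase/resazurin was added; resorufin fluorescence (525/598 nm) was read after 20 min.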
Cycloheximide cs – Cycloheximide Counterscreen for Small Molecule Inhibitors of Shiga Toxin | cell reporter, cycloheximide protein synthesis inhibition counterscreen | 300,000 compounds, 12% hits | AID 2314, 2010 | max response, %; in the data active means max response mostly above about 13%, no sharp cut-off; inactive means mostly below about 14%; further: read at 38.3 µM for the half of the compounds with a filed dose; 0% is about no effect
Pf growth 96h – Primary qHTS for delayed death inhibitors of the malarial parasite plastid, 96 hour incubation; Potency, µM (doses to about 28.7 µM), for the others: at the top dose activity change, negative = inhibition, hits mostly inhibitors; P. falciparum luciferase reporter growth, 96 h; 320,000 compounds, 6.9% hits; further: potency means the concentration at half of the fitted maximal effect; on the % scale 0 is the no-effect control and ±100 the full control effect
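P. falciparum expressing integrated firefly luciferase, in erythrocytes at 2% hematocrit, 0.05% parasitemia, incubated with compounds 96 h at 37 C, 5% CO2. Growth inhibition read as loss of luminescence; two-generation exposure targets delayed-death apicoplast inhibitors.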
Pf growth 48h – Primary qHTS for delayed death inhibitors of the malarial parasite plastid, 48 hour incubation; P. falciparum luciferase growth in erythrocytes, 48 h; Potency, µM (doses to about 28.7 µM), for the others: top-dose activity change, negative = inhibition, hits mostly inhibitors; 310,000 compounds, 5.9% hits; AID 504832, 2011; further: potency means the concentration at half of the fitted maximal effect; on the % scale 0 is the no-effect control and ±100 the full control effect
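Luminescence readout; reporter = integrated firefly luciferase in P. falciparum. RBC culture at 2% hematocrit, 0.1% parasitemia final, 37 C/5% CO2; decreased signal taken as growth inhibition.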
Active calls of the source: *; ? = inconclusive; / = not tested or not shown; & = joins results of further samples; [ ] = dose if it differs, or a comment. Unless noted, the call rests on the fitted dose curve; in most records, active means well fitted curve in the direction sought with a large enough effect; inconclusive means small, poorly fitted or top-dose-only effect, or another doubt; inactive means no such curve, though single readings can be large; an effect the other way counts as inactive or inconclusive.

Field names: A = Shiga toxin inh; B = HCV inh; C = Giardia FBPA inh; D = Cycloheximide cs; E = Pf growth 96h; F = Pf growth 48h
> COc1cccc(/C=N/NC(=O)c2cc3c(OC)ccc(OC)c3[nH]2)c1O
  A: 11; B: 2.5µM*; C: -4%; D: 10; E: ?; F: /
> COc1ccc(NC(=S)NCc2ccc3c(c2)OCO3)cc1
  A: 25; B: -2%; C: -3%; D: 15; E: 1.7µM*; F: 2%
> c1ccc(C2CNCc3c2ccc2ccccc32)cc1 (stereo unspecified)
  A: -3; B: ?; C: 5%; D: -2; E: 9.3µM*; F: 10µM*
> O=C(Nc1nnc(-c2ccc3c(c2)CCCC3)o1)C1CCCCC1
  A: 20; B: -6%; C: 4%; D: -4; E: 86%[activator]; F: /
> O=C(NC(=S)Nc1ccccc1)C1CCCCC1
  A: -14; B: 3%; C: /; D: -1; E: -17%; F: ?
> COc1cc(C(=O)NCc2cccc(Cl)c2)ccc1OCC(=O)N1CCOCC1
  A: /; B: 0%; C: /; D: /; E: 16%; F: 0%
> COC(=O)c1sc(N)c(C(=O)OC)c1Cn1ncc(Cl)c(Cl)c1=O
  A: 14; B: 11µM*; C: -10%; D: 3; E: 8.3µM*; F: 13µM*
> COc1ccc2cc(-c3cc(C(=O)OCC(=O)Nc4c(C)n(C)n(-c5ccccc5)c4=O)c4ccccc4n3)ccc2c1
  A: 53*; B: -3%&6%; C: 0%; D: 31*; E: 128%[activator]; F: 93%[activator]
> Cc1ccc(-n2ncc3c(=O)[nH]c(SCC(=O)N4CCCc5ccccc54)nc32)cc1
  A: -4; B: 13%; C: -19%; D: -2; E: ?; F: ?
> CSc1ccccc1NC(=O)CN(Cc1ccccc1)S(C)(=O)=O
  A: 12; B: 18%; C: 0%; D: -1; E: /; F: ?

Whole records, quoted from the list. Values in the order: Shiga toxin inh, HCV inh, Giardia FBPA inh, Cycloheximide cs, Pf growth 96h, Pf growth 48h
`COc1cc(C(=O)NCc2cccc(Cl)c2)ccc1OCC(=O)N1CCOCC1` in the list: /, 0%, /, /, 16%, 0%
`COc1cccc(/C=N/NC(=O)c2cc3c(OC)ccc(OC)c3[nH]2)c1O` in the list: 11, 2.5µM*, -4%, 10, ?, /
`COc1ccc(NC(=S)NCc2ccc3c(c2)OCO3)cc1` in the list: 25, -2%, -3%, 15, 1.7µM*, 2%
`O=C(NC(=S)Nc1ccccc1)C1CCCCC1` in the list: -14, 3%, /, -1, -17%, ?
`c1ccc(C2CNCc3c2ccc2ccccc32)cc1` (stereo unspecified) in the list: -3, ?, 5%, -2, 9.3µM*, 10µM*

(next part)
Field names: A = Shiga toxin inh; B = HCV inh; C = Giardia FBPA inh; D = Cycloheximide cs; E = Pf growth 96h; F = Pf growth 48h
> O=C(Nc1cccc(NC(=O)c2ccccc2[N+](=O)[O-])n1)c1ccccc1[N+](=O)[O-]
  A: 19; B: 0%; C: -10%; D: -2; E: -6%; F: -17%
> CCOC(=O)C1CCCN(c2oc(-c3ccc(F)cc3)nc2C#N)C1 (stereo unspecified)
  A: 4; B: 0%; C: 3%; D: -2; E: -8%; F: 16%
> COc1ccc(O)cc1
  A: /; B: 0.79µM*; C: /; D: /; E: ?; F: -7%
> Cc1cc(C)n(CCNC(=O)CC2C(=O)NCCN2Cc2ccc(C)o2)n1 (stereo unspecified)
  A: 9; B: 4%; C: -14%; D: -3; E: ?; F: 19%
> Cc1ccc(C(=O)N/N=C2\CCc3ccccc32)c(C)c1
  A: 152*; B: 4%; C: 24%; D: 63*; E: ?; F: 166%[activator]
> CN(Cc1nc(-c2cnccn2)no1)Cc1cccc2ccccc12
  A: -12; B: -8%; C: -1%; D: 1; E: 4%; F: ?
> O=C(C1CC(c2ccccc2O)=NO1)N1CCc2ccccc2C1 (stereo unspecified)
  A: 21; B: -17%; C: -5%; D: 22; E: 10%; F: /
> Cn1c(=O)n(-c2ccc(Cl)cc2)c(=O)c2c3c(sc21)COC(C)(C)C3
  A: -14; B: 4%; C: 7%; D: -3; E: ?; F: ?
> COCCCn1c(C(=O)NCCC2=CCCCC2)cc2c(=O)n3cccc(C)c3nc21
  A: -2; B: 7%; C: -7%; D: -2; E: -6%; F: -11%
> CCOc1ccc(CCNC(=O)COC(=O)CNC(=O)c2ccc(Br)o2)cc1OCC
  A: /; B: 0%; C: /; D: /; E: 0%; F: ?
> COC(=O)c1ccc(OC(=O)C2CSC3(C)CCC(=O)N23)cc1 (stereo unspecified)
  A: /; B: 31%[activator]; C: /; D: /; E: 23%; F: ?
> CCCCn1c(N)c(N(CC(C)C)C(=O)c2cccs2)c(=O)[nH]c1=O
  A: /; B: 10%; C: /; D: /; E: 0%; F: -11%
> COc1cc2oc3ccccc3c(=O)c2cc1OC
  A: 18; B: ?; C: -13%; D: 14; E: -12%; F: 20%
> CC(C)c1ccc(NC(=O)CCNS(=O)(=O)c2cccc3nsnc23)cc1
  A: -19; B: ?; C: -5%; D: -4; E: /; F: 11%
> COc1ccc(-n2cc(CNCCc3ncc(C)[nH]3)c(-c3ccccc3Cl)n2)cc1
  A: 31; B: -1%; C: -10%; D: -1; E: ?; F: -12%
> O=C(c1ccco1)N1CCN(C(c2ccccc2F)c2nnnn2CC2CCCO2)CC1 (stereo unspecified)
  A: -9; B: 8%&0%; C: 7%; D: 7; E: 10%; F: -5%
> Cc1cc(C)cc(N(C(C)C(=O)NC2CCCC2)S(C)(=O)=O)c1 (stereo unspecified)
  A: -5; B: 1%; C: -1%; D: -6; E: -19%; F: /
> CCC(CC)c1nnc(NC(=O)COc2ccc3c(c2)OCO3)s1
  A: 15; B: 8%; C: -1%; D: -1; E: 44%[activator]; F: 7%
> O=C(Nn1c(SCc2ccc(F)cc2)nc2ccsc2c1=O)c1ccccc1
  A: 19; B: 7%; C: 6%; D: 28*; E: 13µM*; F: 39%[activator]
> CN1CCN(c2nnc(-c3ccc(F)cc3)c3ccccc23)CC1
  A: 4; B: -24%; C: 2%; D: -8; E: -21%; F: ?
> Cc1ccc(C)c(Cn2nnc3c(=O)[nH]c(C(=O)NCc4ccco4)nc32)c1
  A: -21; B: /; C: 3%; D: -3; E: ?; F: -10%
> O=C(NCCc1cccc(Cl)c1)c1ccc(Cl)c([N+](=O)[O-])c1
  A: 0; B: 2%; C: 2%; D: 16; E: ?; F: 9%
> CC1CCN(C(=O)COC(=O)Cn2cnc3c2c(=O)n(C)c(=O)n3C)CC1
  A: /; B: 21%; C: /; D: /; E: 23%; F: -9%
> FCCCOc1ccc(-c2ccnc3ncnn23)cc1
  A: 8; B: 8%; C: 4%; D: 7; E: 0%; F: 17%
> COn1c(=O)c(=O)n(O)c2ccccc21
  A: 6; B: -4%; C: -16%; D: 1; E: ?; F: -14%
> C[C@@H]1C(c2cccc(Cl)c2)=NN(c2ccc(Br)cc2)[C@H]1C(=O)N1CCOC1=O
  A: -3; B: ?; C: -15%; D: 19; E: /; F: /
> CC(C)c1cc(=O)[nH]c(SCC(=O)NC2CCCC2)n1
  A: -14; B: 10%; C: /; D: -3; E: -15%; F: ?
> COC(=O)C1CCN(C(=O)NC(C)(C)C)CC1
  A: -29; B: 15%; C: 5%; D: -1; E: ?; F: 5%
> CC(C)CCN(C(=O)c1ccncc1)c1c(N)n(Cc2ccccc2)c(=O)[nH]c1=O
  A: /; B: -17%; C: /; D: /; E: -28%; F: ?

An excerpt of these results, with bars between the fields.
Compound | Shiga toxin inh | HCV inh | Giardia FBPA inh | Cycloheximide cs | Pf growth 96h | Pf growth 48h
C[C@@H]1C(c2cccc(Cl)c2)=NN(c2ccc(Br)cc2)[C@H]1C(=O)N1CCOC1=O | -3 | ? | -15% | 19 | / | /
CC(C)c1cc(=O)[nH]c(SCC(=O)NC2CCCC2)n1 | -14 | 10% | / | -3 | -15% | ?
COC(=O)C1CCN(C(=O)NC(C)(C)C)CC1 | -29 | 15% | 5% | -1 | ? | 5%
